High-throughput results as filed in PubChem BioAssay.
Hep lipid drop – modulators of hepatic lipid droplet formation; 0.4% of 240,000 active; inhibition, % at 6.5 µM; AML12 mouse hepatocytes, oleate lipid droplets, BODIPY imaging;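 active = lipid droplet intensity inhibited by at least 50%, with more than 500 cells counted; inconclusive = wells with under 300 cells, treated as cytotoxic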
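Assay system: AML12 hepatocytes (mouse); Probe or stimulus: oleic acid at 100 µM to induce lipid droplet formation; Dosing: compound at 6.5 µM only; Schedule: compound with oleate, overnight; Detection: fluorescence imaging, 20x objective, two fields per well; Measure: % inhibition of lipid droplet signal.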
T cell modulator – modulates CD8 T cell binding to vesicles | 0.068% of 330,000 active | calls only at 7 µM | 2C CD8+ T cell-vesicle binding, flow cytometry; stronger effect = lower value;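 active = response, share of CD8 T cells binding vesicles, and their 90th percentile fluorescence all below set limits, cut at about 80% in these data, passing the limit was not always enough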
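Assay system: 2C TCR transgenic mouse naive CD8+ T cells, MACS-purified | Read-out: CD8+ gate FL2 mean fluorescence as % of same-row positive control | Signal: High-throughput flow cytometry with anti-B7-1 and anti-CD8 staining | Timing: Binding step 1.5 h, 37 °C, antibody labelling 20 min, ice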
Myeloid diff 2 – myeloid differentiation induction. ER-HoxA9 myeloid progenitors, lysozyme-GFP differentiation, flow cytometry. 1% of 360,000 active. calls only at 10 µM;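 active = normalized GFP-positive differentiation at or above the plate's own cutoff, the solvent-only control mean plus 3 SD; inconclusive = no clear call, values can overlap the other calls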;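 also: cells exposed to compound for four days before flow analysis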
Hep lipid drop cells 6.5 µM – also measured in Hep lipid drop; calls as there; cell count; measured here: cell count, cytotoxicity flag;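 cells counted across two imaged fields per well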
T cell modulator vesicle-bound % – further read-out of T cell modulator, marked with its call; double positive events, %; measured here: CD8+ vesicle-bound cell fraction;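 binding gate set so that unloaded-vesicle control wells show 10% double positive cells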
Myeloid diff 2 GFP+ MAC1+ % – second read-out of Myeloid diff 2, no call of its own (marks repeat the call); GFP+ MAC1+ double positive, %; measured here: differentiation confirmed by MAC1 staining
The depositor's hits bear a star; i = inactive; ? = inconclusive; · = not tested or not shown.

SMILES | Hep lipid drop | Hep lipid drop cells 6.5 µM | T cell modulator | T cell modulator vesicle-bound % | Myeloid diff 2 | Myeloid diff 2 GFP+ MAC1+ %
CCOCCCn1c(SCC(=O)Nc2ccc(NC(C)=O)cc2)nc2ccccc2c1=O | -9 | 780 | i | 45 | i | 0.8
COc1cccc(NC(=S)N2CCC(NC(=O)C3CCCCC3)CC2)c1 | 0 | 808 | i | 12 | i | 6.1
COc1ccc(NC(=O)CN(c2ccc(C)cc2)S(=O)(=O)c2c(C)nn(C)c2C)cc1 | 13 | 701 | i | 31 | i | 2.0
COc1ccc(NC(=O)c2ccc3ncsc3c2)c2ccccc12 | 0 | 893 | i | 7 | i | 2.2
CC(C)CC(C(=O)Nc1cccc(O)c1)N1C(=O)c2ccccc2C1=O (centres undefined) | -15 | 816 | i | 62 | i | 0.6
Cc1nnc(N2CCC(C(=O)N3CCCCC3)CC2)c2nn(-c3ccc(Cl)cc3)c(C)c12 | -1 | 671 | i | 30 | ? | ·
COc1cc(CN2CCCC(CO)(Cc3ccccc3F)C2)ccc1O (centres undefined) | -11 | 763 | i | 51 | i | 0.3
COC(=O)C1CCN(C(=O)COC(=O)C2CCN(S(=O)(=O)c3ccc4c(c3)OCCO4)CC2)CC1 | -6 | 779 | i | 23 | i | 0.6
COc1ccccc1OCC(=O)Nc1cc(C)ccc1NC(=O)c1ccco1 | -31 | 682 | i | 25 | i | 0.5
CCOc1ccc(CNC(=O)Cn2nc(C)c3c(C)n(-c4ccc(C)cc4)nc3c2=O)cc1 | 27 | 724 | i | 31 | i | 4.4
Cc1cc(=O)oc2cc(OCC(=O)NCCN3CCOCC3)c(Cl)cc12 | 8 | 705 | i | 16 | i | 0.8
COc1cc([N+](=O)[O-])ccc1NC(=O)Nn1cnnc1 | -1 | 769 | i | 27 | i | 0.7
CC(C)C[C@H](NC(=O)OC(C)(C)C)C(=O)N1CCC(C(=O)N[C@@H](Cc2c[nH]c3ccccc23)C(=O)O)CC1 | 20 | 812 | i | 33 | i | 0.4
Cc1c(C)n(Cc2ccc(Cl)cc2)c2ccc(C(=O)NCCN3CCOCC3)cc12 | -24 | 708 | i | 8 | i | 0.8
Cc1ccc(NC(=O)CSc2ccc3nnc(-c4cccnc4)n3n2)cc1 | 31 | 753 | i | 62 | i | 0.6
COc1ccccc1CN1CC(C(=O)N(CCO)Cc2cccs2)CCC1=O (centres undefined) | -5 | 692 | i | 70 | i | 0.7
Cc1c(OCC(=O)NCCCN2CCOCC2)ccc2c(-c3ccccc3)cc(=O)oc12 | -4 | 770 | i | 44 | i | 0.3
COc1cccc(CN2CC(C(=O)NCCn3ccc(C)n3)CCC2=O)c1 (centres undefined) | 0 | 715 | i | 28 | i | 1.1
Cc1ccc(CNC(=O)c2ccc3c(c2)NC(=O)CS3)cc1 | -9 | 723 | i | 10 | i | 2.4
CCOc1ccccc1/C=N/Nc1cc(C)nc2ccc(C)cc12 | -5 | 853 | i | 16 | i | 1.2
C[C@H](NC(=O)C1CCN(S(=O)(=O)c2ccccc2)CC1)C(=O)NCc1cccc(Cl)c1 | -4 | 719 | i | 6 | i | 0.4
CN(CC(=O)NCCc1ccccc1)S(=O)(=O)c1ccc(Br)s1 | 0 | 835 | i | 21 | ? | ·
O=C(Nc1ccc(Cl)c(Cl)c1)NC1CCS(=O)(=O)C1 (centres undefined) | -21 | 807 | i | 22 | i | 0.3
O=C(Nc1cccc(Cl)c1)Nc1ccon1 | -2 | 817 | i | 14 | i | 1.3
CCc1ccc(C(O)(CC)C(CN2CCOCC2)c2ccccc2)cc1 (centres undefined) | 0 | 811 | i | 29 | i | 0.4
O=C(c1ccc(Br)o1)N1CCN(C23CC4CC(CC(C4)C2)C3)CC1 | -6 | 685 | i | 55 | i | 8.8
CCc1c(C)sc(NC(=O)C2CC(c3c(F)cccc3Cl)=NO2)c1C#N (centres undefined) | 5 | 903 | i | 63 | i | 0.8
CCOC(=O)Nc1ccc2c(c1)N(C(=O)CNC)c1ccccc1CC2 | -1 | 826 | i | 39 | i | 0.5
O=C(COc1ccc(Cl)cc1)NCCS(=O)(=O)N1CCN(c2ccc(F)cc2)CC1 | -9 | 670 | i | 29 | i | 3.1
Cc1c(C(=O)NCCN(C)C)oc2ccc(S(=O)(=O)N3CCC4(CC3)OCCO4)cc12 | 10 | 815 | i | 44 | i | 5.5
CCOC(=O)c1sc(NC(=O)CSc2nc3cccnc3n2C)nc1C | -4 | 775 | i | 26 | i | 4.6
Cc1ccc([N+](=O)[O-])c(NC(=O)COC(=O)C2CC3CCCC(C2)C3=O)c1C (centres undefined) | 5 | 859 | i | 40 | i | 1.4
COc1ccc(C(=O)N/N=C(\C)CC(=O)Nc2ccc3c(c2)OCCO3)c(OC)c1 | -7 | 790 | i | 35 | i | 5.3
Cc1ccc(C(=O)N2CCN(S(=O)(=O)N3CCCCCC3)CC2)cc1 | 5 | 813 | i | 16 | i | 0.9
O=C(CCCN1C(=O)/C(=C/c2ccccc2Cl)SC1=S)N1CCOCC1 | 2 | 875 | i | 5 | i | 1.1
O=C(/C=C/c1cccc([N+](=O)[O-])c1)N1CCN(c2ccccn2)CC1 | -28 | 800 | i | 20 | i | 2.2
O=C(c1ccccn1)N1CCCC(N2CCN(c3ccc(F)cc3)CC2)C1 (centres undefined) | 3 | 715 | i | 17 | i | 1.6
O=[N+]([O-])c1ccc(N2CCN(c3ccccc3O)CC2)cc1 | 12 | 833 | i | 34 | i | 0.8
Cc1cc(S(=O)(=O)Nc2c(NC3CCCCC3)c3ccccc3oc2=O)ccc1F | -4 | 749 | i | 33 | i | 0.0
COc1cccc(NC(=O)Nc2nc(SC)ns2)c1 | -30 | 794 | i | 59 | i | 0.6

Limited to Hep lipid drop (6 entries from above):
canonical_smiles | Hep lipid drop
O=C(COc1ccc(Cl)cc1)NCCS(=O)(=O)N1CCN(c2ccc(F)cc2)CC1 | -9
O=C(/C=C/c1cccc([N+](=O)[O-])c1)N1CCN(c2ccccn2)CC1 | -28
COc1cccc(NC(=O)Nc2nc(SC)ns2)c1 | -30
CCOC(=O)c1sc(NC(=O)CSc2nc3cccnc3n2C)nc1C | -4
CN(CC(=O)NCCc1ccccc1)S(=O)(=O)c1ccc(Br)s1 | 0
Cc1cc(S(=O)(=O)Nc2c(NC3CCCCC3)c3ccccc3oc2=O)ccc1F | -4

The results go on.
SMILES | Hep lipid drop | Hep lipid drop cells 6.5 µM | T cell modulator | T cell modulator vesicle-bound % | Myeloid diff 2 | Myeloid diff 2 GFP+ MAC1+ %
CCC(=O)N/C(=N/c1nc(C)cc(C)n1)Nc1ccc(C)cc1 | -12 | 855 | i | 40 | i | 0.7
C/C(=N\NC(=O)c1ccn(C)n1)c1ccco1 | -2 | 820 | i | 54 | i | 1.5
Cc1noc(C)c1CSCC(=O)Nc1cc(Cl)ccc1N1CCOCC1 | -3 | 840 | i | 39 | i | 0.0
Cc1ccc(S(=O)(=O)CC(=O)Nc2ncc([N+](=O)[O-])s2)cc1 | -3 | 822 | i | 34 | i | 0.6
CCOC(=O)C1CCN(C(=O)C2CCCN(S(=O)(=O)c3ccc(OC)c(Cl)c3)C2)CC1 (centres undefined) | -3 | 675 | i | 66 | i | 2.0
COCC(=O)N1CCC(Oc2ccc(C(=O)NCc3csc(C(C)C)n3)cc2)CC1 | 17 | 707 | i | 19 | i | 2.8
COc1ccccc1C(=O)Nc1cc(C)ccc1NC(=O)c1ccco1 | -11 | 808 | i | 71 | i | 0.7
CCc1ccc(CN2CCC(Oc3ccc(C(=O)NCc4ccccn4)cc3)CC2)o1 | -1 | 719 | i | 30 | i | 0.8
COc1ccc(-n2cnc3ccccc3c2=O)c([N+](=O)[O-])c1 | 1 | 840 | i | 56 | i | 0.3
COc1ccccc1CN(C)C(=O)c1ccc(COc2ccccc2)cc1 | -2 | 822 | i | 28 | i | 0.7
O=C(CSc1nncs1)Nc1nnc(-c2ccccc2)o1 | 1 | 802 | i | 6 | i | 0.7
Cc1ccc2c(c1)N(S(=O)(=O)c1ccc(CN3C(=O)c4cccnc4C3=O)s1)CCO2 | 16 | 666 | i | 21 | i | 0.7
Cc1cc(C)c(S(=O)(=O)c2cc(F)ccc2C)c(=O)[nH]1 | 20 | 875 | i | 44 | i | 0.2
COc1ccc(/C=C/C(=O)c2cccc(-n3cnnn3)c2)cc1O | 7 | 774 | i | 14 | i | 0.6
COc1ccc(CCN(C)Cc2c(O)ccc3ccccc23)cc1OC | -3 | 841 | i | 24 | i | 0.4
OCC[C@@H]1C[C@H](O)[C@@H](O)[C@@]2(OCCc3ccccc32)O1 | 0 | 797 | i | 14 | i | 0.8
COc1ccc(OC)c(NC(=O)CCCSc2ccccc2)c1 | -6 | 805 | i | 21 | i | 0.9
Cc1ccc(CNC(=O)C2CCN(S(=O)(=O)c3ccc4c(c3)CC(C)N4C(=O)C3CC3)CC2)cc1 (centres undefined) | -4 | 727 | i | 10 | i | 7.0
COC(=O)CCC(NS(=O)(=O)OCC(Cl)(Cl)Cl)c1ccccc1 (centres undefined) | 0 | 796 | i | 14 | i | 0.5
O=C(O)CCC(=O)N(Cc1ccccc1)Cc1ccccc1 | 8 | 877 | i | 50 | i | 0.3

Six entries from above, with tabs.
SMILES	Hep lipid drop	Hep lipid drop cells 6.5 µM	T cell modulator	T cell modulator vesicle-bound %	Myeloid diff 2	Myeloid diff 2 GFP+ MAC1+ %
Cc1ccc2c(c1)N(S(=O)(=O)c1ccc(CN3C(=O)c4cccnc4C3=O)s1)CCO2	16	666	i	21	i	0.7
Cc1cc(C)c(S(=O)(=O)c2cc(F)ccc2C)c(=O)[nH]1	20	875	i	44	i	0.2
COc1ccc(/C=C/C(=O)c2cccc(-n3cnnn3)c2)cc1O	7	774	i	14	i	0.6
COc1ccc(CCN(C)Cc2c(O)ccc3ccccc23)cc1OC	-3	841	i	24	i	0.4
OCC[C@@H]1C[C@H](O)[C@@H](O)[C@@]2(OCCc3ccccc32)O1	0	797	i	14	i	0.8
COc1ccc(OC)c(NC(=O)CCCSc2ccccc2)c1	-6	805	i	21	i	0.9

(continued)
SMILES | Hep lipid drop | Hep lipid drop cells 6.5 µM | T cell modulator | T cell modulator vesicle-bound % | Myeloid diff 2 | Myeloid diff 2 GFP+ MAC1+ %
COc1ccc(S(=O)(=O)NCCc2cn3nc(C)c(C)nc3n2)cc1 | -1 | 729 | i | 18 | i | 8.7
Cc1c(C)n(CC(O)CN2CCN(C)CC2)c2ccccc12 (centres undefined) | 2 | 732 | i | 40 | i | 0.6
CCOc1ccccc1N(C)S(=O)(=O)c1ccc2c(c1)N(C(C)=O)CCO2 | 14 | 716 | i | 6 | i | 0.4
CC1=CN2C(=NC(=O)CC2(C)C(=O)N(CC(=O)NC2CCCC2)Cc2ccccc2)C=C1 (centres undefined) | 39 | 819 | i | 23 | i | 4.1
CCC(C)NC(=O)CNC(=O)c1nn(-c2ccc(OC)cc2OC)c(=O)c2ccccc12 (centres undefined) | 1 | 725 | i | 46 | i | 0.4
CCOC(=O)C1CCN(C(=O)CCNS(=O)(=O)c2ccc3c(c2)CCN3C(=O)CC)CC1 | 23 | 742 | i | 37 | i | 1.1
CC(C)CC(NC(=O)C1CCCCC1)C(=O)NC(C)c1ccccc1 (centres undefined) | 36 | 699 | i | 15 | i | 0.3
O=C(CSc1ccc(F)cc1)NNC(=O)c1ccccc1Br | 8 | 780 | i | 28 | i | 1.3
COc1ccccc1OCC(=O)Nc1ccc(NC(=O)COc2ccccc2OC)cc1 | 0 | 719 | i | 7 | i | 1.6
CCN1CCN(S(=O)(=O)c2cc3c(cc2Cl)NC(=O)CO3)CC1 | 27 | 754 | i | 27 | i | 2.7
CCN(CC(=O)N1CCC(C)CC1)S(=O)(=O)c1ccc(C)cc1 | -32 | 632 | i | 12 | i | 1.4
Cc1cccc(C)c1NC(=O)c1c(O)c2ccccc2[nH]c1=O | 3 | 857 | i | 58 | i | 0.2
O=C(Nc1n[nH]c(=S)s1)c1ccco1 | -18 | 748 | i | 37 | i | 1.1
COc1ccc(NC(=S)NNC(=O)c2ccco2)c(OC)c1 | -6 | 665 | i | 11 | i | 0.5
CSc1ccc(CN2CCC(n3nccc3NC(=O)C3CCOC3)CC2)cc1 (centres undefined) | 18 | 872 | i | 29 | i | 1.2

Of the compounds above, two contain a COOH group.
SMILES | Hep lipid drop | Hep lipid drop cells 6.5 µM | T cell modulator | T cell modulator vesicle-bound % | Myeloid diff 2 | Myeloid diff 2 GFP+ MAC1+ %
CC(C)C[C@H](NC(=O)OC(C)(C)C)C(=O)N1CCC(C(=O)N[C@@H](Cc2c[nH]c3ccccc23)C(=O)O)CC1 | 20 | 812 | i | 33 | i | 0.4
O=C(O)CCC(=O)N(Cc1ccccc1)Cc1ccccc1 | 8 | 877 | i | 50 | i | 0.3

These rows are one share of the data. The share of hits here may be higher or lower than overall.
